High-throughput results as filed in PubChem.
Jurkat NFkB inh: lowers PMA/ionomycin-induced NF-kB signal in Jurkat cells. PMA/ionomycin-induced NF-kB luciferase reporter, luminescence. inhibition, % at 4 µM. 0.53% of 330,000 active. AID 435003; in the data active = inhibition above about 50%
Mdm2 MdmX PPI: disrupts the human Mdm2-MdmX interaction; O15151+Q00987; SaOS-2 split-luciferase Mdm2/MdmX complementation, luminescence; inhibition, % at 8 µM; 3% of 330,000 active; AID 485346;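 active = inhibition of at least 50% at 8 µM in the primary screen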
Target sequence (O15151 whole entry, looked up): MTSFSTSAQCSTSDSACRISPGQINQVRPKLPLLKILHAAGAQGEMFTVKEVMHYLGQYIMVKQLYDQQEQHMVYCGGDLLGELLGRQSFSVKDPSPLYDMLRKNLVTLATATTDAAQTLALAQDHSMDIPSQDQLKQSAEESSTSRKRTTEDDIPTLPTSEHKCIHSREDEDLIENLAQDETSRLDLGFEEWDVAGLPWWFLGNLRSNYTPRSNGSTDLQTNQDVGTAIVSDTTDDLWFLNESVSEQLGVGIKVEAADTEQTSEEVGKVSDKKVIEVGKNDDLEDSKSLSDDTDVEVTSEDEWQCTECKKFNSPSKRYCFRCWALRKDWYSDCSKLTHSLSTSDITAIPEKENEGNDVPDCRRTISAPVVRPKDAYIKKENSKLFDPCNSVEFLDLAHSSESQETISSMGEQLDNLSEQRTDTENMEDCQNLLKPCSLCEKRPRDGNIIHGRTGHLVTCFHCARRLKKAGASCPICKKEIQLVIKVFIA
Target sequence (Q00987 whole entry, looked up): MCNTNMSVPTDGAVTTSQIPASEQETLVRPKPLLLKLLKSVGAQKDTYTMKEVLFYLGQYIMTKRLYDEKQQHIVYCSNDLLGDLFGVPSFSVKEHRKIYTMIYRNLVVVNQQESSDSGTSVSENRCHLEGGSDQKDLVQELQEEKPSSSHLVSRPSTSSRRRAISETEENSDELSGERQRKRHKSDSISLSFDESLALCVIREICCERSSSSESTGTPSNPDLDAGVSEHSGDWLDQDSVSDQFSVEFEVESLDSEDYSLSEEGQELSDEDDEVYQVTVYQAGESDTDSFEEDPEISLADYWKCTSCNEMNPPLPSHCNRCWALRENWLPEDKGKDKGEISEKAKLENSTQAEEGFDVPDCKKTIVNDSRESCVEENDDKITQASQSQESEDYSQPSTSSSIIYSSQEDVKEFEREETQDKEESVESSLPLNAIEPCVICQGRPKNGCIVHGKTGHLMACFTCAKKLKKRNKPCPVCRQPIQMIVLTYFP
UPR XBP1 act: adaptive UPR (XBP1) activation; CHO-XBP1 luciferase reporter, IRE1-XBP1 UPR activation, luminescence; percent of tunicamycin response, DMSO as zero; activation, % at 20 µM; 0.33% of 330,000 active; AID 463104;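 active = versus positive control, 20 µM dose yields 30% or more activation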;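 note: 100% = tunicamycin at 10 µg/mL and 0% = DMSO only wells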
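Material – CHO cell line with stable XBP1 luciferase reporter · Buffer or medium – F12 plus 10% FBS · Compound – single point, 20 µM final compound, 1% DMSO · Schedule – 16-18 h cell attachment at 37 °C, then 6 h compound exposure · Signal – Steady-Glo luminescence read · Benchmarks – high control tunicamycin 10 µg/mL final, low control DMSO vehicle only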
697 NFkB inh: inhibitors of the PMA/ionomycin-induced NF-kB reporter in 697 B cells | inhibition, % at 4 µM | 0.33% of 330,000 active | 697 B-cell NF-kB luciferase reporter, 16 h | AID 435022; in the data active = inhibition above about 35%
UPR CHOP act: apoptotic UPR (CHOP) activation. CHO-CHOP luciferase reporter, luminescence; percent of tunicamycin response over DMSO baseline. activation, % at 10 µM. 0.34% of 330,000 active. AID 449763;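 active = at 10 µM dose, activation of 40% or more, normalized to positive control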;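 note: 100% = tunicamycin at 10 µg/mL and 0% = DMSO alone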
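System: CHO-CHOP luciferase reporter cell line | Buffer or medium: F12 medium containing 10% fetal bovine serum | Doses: One dose, 10 µM in 0.5% DMSO | Times: 6 h compound exposure at 37 °C after overnight seeding | Signal: Luciferase luminescence | Read-out: % activation vs tunicamycin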
APJ antag: antagonists of human APJ apelin receptor. 0.32% of 330,000 active. P35414. inhibition, % at 20 µM. AID 2521. CHO-K1 APJ beta-arrestin complementation, luminescence;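 active = inhibition above about 40% at 20 µM, limit read from the data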;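 note: cells challenged with 10 nM apelin-13 agonist together with compound; plate controls were apelin-13 plus DMSO wells for no effect and DMSO wells lacking apelin-13 for full effect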
tim23-1 inh: growth inhibitors of tim23-1 mutant yeast | AID 463212 | inhibition, % at 20 µM | S. cerevisiae tim23-1 growth, BacTiter-Glo luminescence, 24 h | 1.3% of 330,000 active;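 active = growth inhibition of the mutant yeast at or above 50%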;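 note: temperature-sensitive mutant grown at 25 °C; plate controls were DMSO-treated mutant yeast for no effect and medium wells lacking yeast for full effect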
APJ ag: activates the human apelin receptor APJ | activation, % at 20 µM | CHO-K1 APJ PathHunter beta-arrestin, luminescence; 0% DMSO wells, 100% apelin | P35414 | 0.11% of 330,000 active;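 active = activation more than six SD over the plate average, tested at 20 µM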;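 note: 0% = DMSO alone and 100% = apelin-13 at 10 nM; some results filed as inactive read as strong as hits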
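Incubation: overnight seeding, 90 min compound at 25 °C, 1 h detection; test system: PathHunter CHO-K1 APJ (AGTRL-1) beta-arrestin reporter cells; amount: 1000 cells/well; doses: one dose, 20 µM compound, 1% DMSO; measured by: beta-gal luminescence; measure: agonist-driven arrestin binding to APJ; benchmarks: negative DMSO alone, positive Apelin-13 at 10 nM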
Starred values were filed as active, the others as inactive.

structure	Jurkat NFkB inh	697 NFkB inh	APJ ag	UPR XBP1 act	tim23-1 inh	Mdm2 MdmX PPI	UPR CHOP act	APJ antag
CC(=O)CSc1nc2ccccc2s1	-11	-30	1	-2	18	7	0.6	15
CCOc1ccc(NC(=O)c2ccccc2NS(=O)(=O)c2ccc(F)cc2)c([N+](=O)[O-])c1	-11	-23	-4	-5	33	23	0.5	6
CCCCN1C(=O)C(NC(=O)C2CC2)(C(F)(F)F)C2=C1CC(C)(C)CC2=O (stereo not given)	-18	19	-4	-2	16	-13	1.8	5
CCc1cccc(C)c1NC(=O)CNCc1ccccc1	11	0	0	-1	16	-7	3.9	22
COc1ccccc1CNC(=O)c1ccc(CS(=O)Cc2cccc(Cl)c2)o1 (stereo not given)	13	0	-3	-5	9	11	1.5	17
O=C(CN1CCCN(S(=O)(=O)c2ccc(F)cc2)CC1)Nc1ccccc1Br	22	17	-6	-4	-4	15	-1.5	6
CCN(CC)S(=O)(=O)c1ccc2c(c1)nc(SC(C)C(N)=O)n2-c1ccc(OC)cc1 (stereo not given)	6	19	-4	1	8	9	-1.1	10
Cn1c(-c2ccc(F)c(F)c2)cc2onc(-c3ccccc3)c2c1=O	-180	-183	-1	4	31	-236	5.7	2
Cc1cccc(C(=O)Oc2ccc(/C=N/NC(=O)c3cc(O)cc(O)c3)cc2)c1	4	10	3	-4	7	8	6.1	5
CN(C)C(C)(C)C#CCCCCC#CC(C)(C)N(C)C	-4	1	-4	0	-96	17	-1.2	-9
Cc1c(C)n(C)c2ccc(C(=O)N3CCN(c4ccccc4)CC3)cc12	5	5	6	-5	38	12	0.1	-19
Cc1cc2c(c(=O)o1)C(CCC1CCCCC1)C(C#N)=C(N)O2 (stereo not given)	14	14	-2	-3	19	21	-0.9	-1
O=C(c1ccc2c(c1)OCCO2)N1CCN(Cc2c(F)cccc2Cl)CC1	5	-14	-3	2	31	-15	0.4	8
Nc1nccc(-c2ccc(-n3cnc4ccccc43)cc2)n1	14	-3	-4	2	16	70*	5.0	-3
Cc1nc([N+](=O)[O-])c(SCC(N)=O)n1Cc1ccccc1	-12	4	-2	0	4	-6	1.4	-9
CC(C)N1CCN(Cc2ccc3nsnc3c2)CC1CCO (stereo not given)	5	15	-2	0	-8	11	2.1	2
CCOc1ccccc1N(C)C(=O)c1cn(CC)c(=O)c2cc(OC)c(OC)cc12	-1	8	-1	-4	35	-16	0.4	28
O=C(NCCc1cccnc1)C1CCC(=O)N(Cc2cccc(C(F)(F)F)c2)C1 (stereo not given)	-10	-3	2	-2	8	14	-0.8	6
N#Cc1nc(COc2ccc(F)cc2)oc1N1CCCC1	3	14	-6	-1	13	1	4.8	11
CC1CCCC(C)N1C(=O)COC(=O)c1cccnc1Cl (stereo not given)	5	-2	-5	2	2	-24	1.5	-1
COc1cccc2sc3ccc(NCCC4CCCN4C)cc3c(=O)c12 (stereo not given)	-8	8	53*	3	7	18	0.8	-124
CCC(=O)Nc1ccc(C(=O)Nc2cccc(OC)c2)cc1	-29	-8	0	1	21	-6	1.8	8
CSc1ccc(NC(=O)/C=C/C(=O)O)cc1	6	8	0	-2	-4	-16	-2.5	14
FC(F)(F)c1ccccc1/C=N/n1c(COc2ccccc2)n[nH]c1=S	-11	-11	-4	0	50*	5	3.5	15
COc1ccc(C2=NOC(C(=O)Nc3ccc4c(c3)OCCO4)C2)c(OC)c1 (stereo not given)	-23	-3	-3	-3	16	17	-0.1	-7
CCOc1ccc(/C=N/OCC(=O)NCc2ccc3c(c2)OCO3)cc1OC	-18	-23	-2	-2	13	-20	0.3	-15
O=C(OCc1nnc(-c2ccccc2)o1)c1cc([N+](=O)[O-])ccc1Cl	-6	7	-1	-1	19	-25	3.1	-10
O=C(NNS(=O)(=O)c1ccc(F)cc1)c1ccc([N+](=O)[O-])cc1	-12	13	1	-1	8	6	1.3	-15
COc1ccc(CCNC(=O)CCn2c(=O)c3ccccc3n(CC(=O)NCC3CCCO3)c2=O)cc1OC (stereo not given)	-16	-3	-7	2	6	-4	-0.5	-8
c1ccc(Nc2cccc(Nc3ccccc3)n2)cc1	-44	-49	5	3	39	-54	4.6	-25
CC(C)C(NC(=O)c1c(F)cccc1F)C(=O)NCc1ccc(S(=O)(=O)N2CCOCC2)cc1 (stereo not given)	3	9	-2	0	0	-1	-1.9	16
CC(C(=O)NC1C(=O)N2C(C(=O)O)=C(CSc3nnnn3C)CSC12)n1cc(Cl)cn1 (stereo not given)	-1	18	-4	4	2	-6	-0.7	-1
O=C(CN(CCO)c1ccccc1)Nc1cccc(S(=O)(=O)N2CCCC2)c1	2	-3	-1	-5	12	14	-2.9	5
CC(=O)NS(=O)(=O)c1ccc(NC(=O)[C@@H]2CCCN2S(=O)(=O)c2ccc(Cl)cc2)cc1	14	-4	-1	-1	3	5	-1.1	-3
CCN(C(=O)C(C)OC(=O)c1nn(-c2ccccc2C(F)(F)F)cc1O)c1ccccc1 (stereo not given)	-9	-7	-4	2	31	5	0.6	3
COc1ccc(N(CC(=O)NN=C2CCCC2)S(=O)(=O)c2ccccc2)cc1Cl	6	16	-2	-3	-1	17	0.3	10
O=C(c1ccccc1)N1CCN(C(=O)c2cc3ccccc3o2)CC1	-1	7	-5	-7	3	10	-0.2	-1
Cc1csc(SCC(=O)N(C)C2CCS(=O)(=O)C2)n1 (stereo not given)	8	29	-4	-2	-10	-10	2.1	3
COc1cc(/C=C2/NC(=O)NC2=O)ccc1OCC(=O)Nc1ccc(F)cc1	6	-2	5	-1	3	-5	0.7	2
CCOC(=O)CSc1ncnc2c1c(-c1ccccc1)cn2-c1ccc(OC)cc1	20	-7	-1	0	12	8	-1.8	0

An excerpt from above, reduced to UPR XBP1 act, APJ ag and tim23-1 inh:
Molecule | UPR XBP1 act | APJ ag | tim23-1 inh
CC(C)C(NC(=O)c1c(F)cccc1F)C(=O)NCc1ccc(S(=O)(=O)N2CCOCC2)cc1 (stereo not given) | 0 | -2 | 0
CC(C(=O)NC1C(=O)N2C(C(=O)O)=C(CSc3nnnn3C)CSC12)n1cc(Cl)cn1 (stereo not given) | 4 | -4 | 2

Shown as a hit in Mdm2 MdmX PPI (from the list above):
SMILES	Jurkat NFkB inh	697 NFkB inh	UPR XBP1 act	Mdm2 MdmX PPI	APJ antag
Nc1nccc(-c2ccc(-n3cnc4ccccc43)cc2)n1	14	-3	2	70*	-3

Next results follow:
structure	Jurkat NFkB inh	697 NFkB inh	APJ ag	UPR XBP1 act	tim23-1 inh	Mdm2 MdmX PPI	UPR CHOP act	APJ antag
O=C(O)c1c(-c2ccccc2)nnc2ccccc12	-2	5	-5	5	21	6	0.1	-6
Cc1cc(C)n(-c2nnc(N3CCN(c4ccc(F)cc4)CC3)nn2)n1	21	0	6	0	2	-38	1.3	-62
CCOc1ccccc1C(=O)N(Cc1ccco1)C1CCS(=O)(=O)C1 (stereo not given)	-8	-5	0	-2	13	15	-1.4	7
COc1c(C)cc(Br)cc1C(=O)Nc1ccccc1N1CCN(C(=O)c2ccccc2)CC1	14	5	0	-6	24	25	1.7	2
Cc1cccc2cc3c(NC(=O)CC(C)C)nn(C)c3nc12	-3	-2	-2	0	11	-6	-0.2	0
COC(=O)Cn1cc(C(=O)C(F)(F)F)c2ccccc21	-14	7	-2	-3	18	8	-0.1	10
CCOC(=O)c1ccc2c(c1)C(=O)N(C1CCCCC1)C2=O	-35	-31	-2	3	-7	-32	1.7	18
Clc1ccc(SCCn2cncn2)cc1	-2	3	0	-2	4	-15	-0.4	-7
Cc1cc(CNC(=O)Cc2ccccc2)c2ccccc2n1	-5	14	-1	0	10	36	1.9	15
O=C(N[C@H]1C/C=C\C[C@@H](CC(=O)N(CCO)Cc2ccccc2)C(=O)N2CCC[C@@H]2COC1=O)OCC1c2ccccc2-c2ccccc21	-12	-3	-4	-1	13	7	0.4	19
O=C(CSc1nnc(CNC(=O)c2c(F)cccc2Cl)o1)NC1CCCC1	-2	13	-1	-6	-14	12	11	2
Cc1nonc1OCCn1nnnc1N	-2	-2	1	-2	-12	7	2.0	-12
CC(C)(C)c1ccc(C(=O)NCC2CCCN2S(=O)(=O)c2ccccc2)cc1 (stereo not given)	-18	-75	8	-2	22	7	-0.2	-37
CCNC(=S)NNC(=O)c1ccccc1OC(F)F	9	22	-6	-2	9	17	-0.4	20
CNC(=O)C1CC(=O)N(CCCc2ccccc2)C(=Nc2ccccc2)S1 (stereo not given)	-9	22	-2	2	33	4	-3.4	21
CCOC(=O)C(=O)NCC(c1cccs1)S(=O)(=O)c1ccc(Cl)cc1 (stereo not given)	-2	-8	-3	-5	3	-15	0.5	3
O=C1NCCN1Cc1ccc(Cl)cc1	-1	16	-1	-2	-1	3	-1.5	15
O=C(O)CCCCCN1C(=O)/C(=C/c2ccncc2)SC1=S	0	-14	1	-3	13	7	-0.9	-8
COc1cc(OC)cc(C(=O)NNC(=S)Nc2ccc(S(N)(=O)=O)cc2)c1	6	-5	-6	-2	-1	16	-3.5	15
O=C(c1cccs1)N1CCC2(O)CCCCC2C1c1ccc(F)cc1 (stereo not given)	-13	18	-1	0	28	-4	0.5	-9
CCOC(=O)c1sc(NC(=S)NC(=O)c2ccccc2Cl)c(C(=O)OCC)c1C	-2	8	4	2	19	25	0.0	12
CSc1nnc(Cn2c(=O)sc3ccccc32)n1-c1cccc(Cl)c1	7	7	1	-2	26	-14	2.5	23
CC(=O)OCC(=O)NCc1ccc2c(c1)OCO2	1	13	0	-5	13	1	-0.2	11
O=C(O)c1ccc(CNC(=O)c2ccc(Br)o2)cc1	-8	7	2	1	28	4	-1.9	8
O=C(NC(=O)c1cc([N+](=O)[O-])ccc1Cl)C1=C(N2CCCC2)COC1=O	0	-9	-1	1	16	15	1.1	-9
